# From PubChem
# mIAP activ: mouse IAP activation. muIAP, CDP-Star luminescence, 30 min; stronger effect = higher value; 1 = vehicle-only enzyme signal, 0 = enzyme-free wells. activation factor at 10 µM. 0.24% of 330,000 active;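 active means activation factor of at least 2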; further: the source names both 10 and 20 µM as test concentration; values of inactives mirror those of a sister screen read the other way
#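 also added = chemiluminescent substrate CDP-Star | test system = mouse IAP enzyme | signal = chemiluminescence readout | compound = DMSO-dissolved test compounds | incubation = 30 min at room temperature | benchmarks = DMSO wells, no-enzyme wells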
# A3G deaminase: inhibitors of human APOBEC3G DNA deaminase | 0.28% of 330,000 active | recombinant A3G, ssDNA deamination FAM/TAMRA fluorescence | inhibition, % at 20 µM;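 active means inhibition of at least 40% at 20 µM, with no more than 30% in the related APOBEC3A deaminase screen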;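 further: plate controls were DMSO wells with A3G for no effect and wells lacking A3G enzyme for full effect; some compounds called inactive have numbers as strong as hits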
# NALP3 yeast inh: blocks the NALP3 inflammasome reconstituted in yeast; AID 2825; Yeast reconstituted NLRP3/ASC/caspase-1, beta-gal luminescence, 24 h; inhibition, % at 10 µM; 0.39% of 330,000 active;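 active means inhibition of 50% or more; inactive means inhibition below 50%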;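 further: plate controls were induced DMSO wells for no effect and uninduced yeast grown without galactose for full effect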
# A3A deaminase: inhibitors of human APOBEC3A DNA deaminase. inhibition, % at 20 µM. 0.41% of 330,000 active. recombinant A3A, FAM/TAMRA ssDNA deamination fluorescence;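 active means at least 40% inhibition at 20 µM here, with at most 30% in a related deaminase screen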;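 further: plate controls were A3A with DMSO for no effect and wells lacking A3A enzyme for full effect; some results filed as inactive read as strong as hits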
# Target sequence (P31941 whole entry, looked up): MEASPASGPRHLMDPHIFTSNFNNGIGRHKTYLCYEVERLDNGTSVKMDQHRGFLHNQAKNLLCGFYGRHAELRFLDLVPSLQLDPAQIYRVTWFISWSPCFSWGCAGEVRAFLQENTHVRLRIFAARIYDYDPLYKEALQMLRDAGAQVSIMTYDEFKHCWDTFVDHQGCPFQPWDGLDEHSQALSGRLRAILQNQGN
# mIAP inh: mouse IAP inhibition; 0.2% of 330,000 active; AID 2806; inhibition, % at 10 µM; purified mouse IAP, CDP-Star luminescence, 30 min;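 active means inhibition of at least 40% at 10 µM in the primary screen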;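 further: plate controls were DMSO with enzyme for no effect and no enzyme wells for full effect; values of inactives mirror those of a sister screen read the other way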
# beta cell repl: inducers of beta-cell replication in MIN6 cells | MIN6 cells proliferation, ATPlite luminescence, 48 h; cells starved in 0.2% serum; 100% = growth in 10% serum | proliferation, % at 10 µM | 0.29% of 330,000 active | AID 2380;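 active means compounds whose signal lies at least 3.5 SD above the mean of all wells on their plate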;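 further: 0% = DMSO-treated cells in low-serum medium and 100% = 10% serum control; some compounds called inactive have numbers as strong as hits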
# tim10-1 inh: tim10-1 yeast growth inhibition; S. cerevisiae tim10-1 ts strain growth, BacTiter-Glo, 24 h; inhibition, % at 20 µM; 2.2% of 330,000 active; AID 463190;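 active means inhibition of at least 40%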;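 further: mutant grown at 25 °C; 0% = DMSO wells with yeast and 100% = wells holding no yeast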
# hIAP block: blocks human intestinal alkaline phosphatase | P09923 | purified IAP, CDP-Star luminescence, 30 min | inhibition, % at 10 µM | 0.12% of 330,000 active | AID 2544;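 active means inhibition reaching a set limit with compound at 10 µM in the primary screen, cut at about 35% in these data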;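 further: plate controls were DMSO wells with enzyme for no effect and no-enzyme buffer wells for full effect; values of inactives mirror those of a sister screen read the other way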
# Target sequence (P09923 whole entry, looked up): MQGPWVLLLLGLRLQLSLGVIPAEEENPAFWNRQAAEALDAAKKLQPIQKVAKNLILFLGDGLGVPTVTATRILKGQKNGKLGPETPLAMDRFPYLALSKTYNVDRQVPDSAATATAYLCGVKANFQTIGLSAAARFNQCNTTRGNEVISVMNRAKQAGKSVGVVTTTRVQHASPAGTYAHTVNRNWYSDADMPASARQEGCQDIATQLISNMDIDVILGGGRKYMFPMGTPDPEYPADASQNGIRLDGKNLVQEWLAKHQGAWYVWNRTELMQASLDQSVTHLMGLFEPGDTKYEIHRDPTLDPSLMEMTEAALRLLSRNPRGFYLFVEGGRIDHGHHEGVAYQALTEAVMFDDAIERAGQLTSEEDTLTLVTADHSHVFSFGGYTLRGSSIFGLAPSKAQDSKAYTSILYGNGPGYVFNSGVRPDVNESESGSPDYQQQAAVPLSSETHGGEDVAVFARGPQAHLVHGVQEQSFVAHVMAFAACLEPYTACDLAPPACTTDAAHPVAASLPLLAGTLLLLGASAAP
# TIM10 inh: inhibits growth of TIM10 yeast strain | S. cerevisiae TIM10 strain growth, BacTiter-Glo luminescence, 24 h | inhibition, % at 10 µM | 1.4% of 330,000 active;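 active means inhibition of 40% or more at the single tested concentration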;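 further: wild-type TIM10 isogenic control strain grown at permissive 25 °C; 0% = DMSO yeast wells and 100% = minimal medium wells without yeast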
# * hit, by the source's call; / = not tested or not shown. This is a random part of the collection; any-hit rate near 4.6%.
SMILES,mIAP activ,A3G deaminase,NALP3 yeast inh,A3A deaminase,mIAP inh,beta cell repl,tim10-1 inh,hIAP block,TIM10 inh
COc1cccc(NC(=O)CSc2nnc(-c3cc(C)[nH]n3)n2N)c1,0.91,-5,20,-3,9,-2,-2,-9,-3
O=C(Nc1ccc(Cl)cn1)c1cccc(OCc2ccccc2)c1,0.85,-10,27,-4,14,-5,17,19,25
CCOC(=O)c1cnc(-n2nc(C)cc2C)nc1N1CC(C)OC(C)C1 (stereo not drawn),0.92,-2,5,-4,8,-2,31,-39,-11
O=C(COC(=O)CNC(=O)c1ccccc1F)NC1CC1,0.94,-2,-10,-3,6,-2,0,0,3
Fc1ccc2cnc(-c3ccccc3)c(-c3ccc(C(F)(F)F)cc3)c2c1,0.97,-3,-3,10,3,-7,15,-2,0
CC1CCN(C(=O)c2ccc(NS(=O)(=O)c3ccc4[nH]c(=O)[nH]c4c3)cc2)CC1,0.99,-2,15,-1,1,-3,-24,-1,0
NNC(=O)[C@H]1C[C@@H]1c1ccccc1,0.99,0,4,0,1,2,1,11,5
COc1ccc(/C(N)=N/OC(=O)Cc2cccs2)cc1,0.99,-9,22,-2,0,0,8,13,4
Clc1cc(Cl)c2nc(N3CCCCC3)sc2c1,0.91,2,30,1,9,-4,13,3,-26
Cc1cc(NC(=O)CCN2C(=O)C3C4C=CC(C4)C3C2=O)c2ccccc2n1 (stereo not drawn),1.1,-5,12,-4,-11,-2,0,-14,3
COc1ccc(CC(=O)OCC(=O)Nc2ncc(Cl)c(C)c2Cl)cc1,1,-3,14,4,-4,2,43*,9,8
Cc1cc(NC(=O)COC(=O)c2ccccc2O)no1,0.99,-6,20,-1,1,6,-2,-8,0
COc1cc(C(=O)O[C@H]2CC(C)=CC[C@@]3(C)CC[C@@](O)(C(C)C)[C@H]23)ccc1O,0.92,-7,2,-1,8,-6,50*,-1,29
CN(C)c1cccc(C(=O)Nc2cccc(S(=O)(=O)NC3=NCCC3)c2)c1,1,-1,12,-2,0,1,-13,-19,6
CC(C)(C)NC(=O)C(c1ccc(F)cc1)N(CCc1ccccc1)C(=O)c1ccn[nH]1 (stereo not drawn),1.1,-5,13,-3,-6,1,22,-85,10
Cc1nn(CC(=O)NCCCN2CCC(Cc3ccccc3)CC2)c(=O)c2cc(-c3ccccc3)nn12,0.91,-4,-1,-2,9,-8,-47,3,-77
CN(Cc1nccn1C)C(=O)c1cc(COc2ccc3ncccc3c2)on1,0.97,1,-2,4,3,-1,4,-8,-8
CC(C(=O)Nc1ccc(S(=O)(=O)N2CCCC2)cc1)N(C)Cc1ccc(F)cc1 (stereo not drawn),0.97,-1,9,3,3,-2,21,-2,6
O=S(=O)(c1cc(F)ccc1F)N1CCN(c2ncnc3ccccc23)CC1,1.1,6,11,9,-13,-6,21,2,20
COc1ccc(OC)c2sc(NC(=O)c3ccc(S(=O)(=O)N4CCOCC4)cc3)nc12,0.94,0,3,-1,6,2,14,-18,-11
O=C(/C=C/c1cccs1)NC(=S)Nc1ccccc1,1,-10,20,3,-3,-6,29,-6,30
Cc1ccc(-c2noc(CN(C(=O)c3cccs3)C(C)C)n2)cc1,1,3,22,4,-5,-3,3,-45,16
CN(CC(=O)Nc1ccc(Br)cc1)Cc1ccccc1,1,-5,17,-5,-1,-3,10,6,-9
O=C(CN1CCC(C(=O)c2ccc3c(c2)OCCO3)CC1)NCc1ccccc1,1.1,-2,0,-3,-7,2,9,-18,-2
COc1ccc(C(=O)C[n+]2ccc(-c3nnc4n3CCCCC4)cc2)cc1,0.96,1,33,-5,4,-1,12,-2,-6
CC(CC(=O)N1CCc2ccccc21)S(=O)(=O)c1ccc2c(c1)NC(=O)CO2 (stereo not drawn),0.98,-6,16,-5,2,0,-5,2,-4
CCOP(=O)(OCC)C(Nc1ccccn1)c1ccc(F)cc1 (stereo not drawn),1,-8,4,-2,-2,-1,22,-3,28
CC[C@]1(C(=O)OC)[C@H]2C(=O)N(Cc3ccccc3)C(=O)[C@H]2[C@H]2CN(C)C(=NC)N21,0.93,-2,/,0,7,/,6,/,-12
c1ccc(SCc2cc(-c3ccccc3)no2)cc1,0.99,-8,37,1,1,-3,13,-14,18
CC(C)CN(C(=O)CN1C(=O)NC2(CCc3ccccc32)C1=O)C1CCS(=O)(=O)C1 (stereo not drawn),1,-8,18,2,-5,0,-11,14,0

# Not a retest: entries from further up.
SMILES,mIAP activ,A3G deaminase,NALP3 yeast inh,A3A deaminase,mIAP inh,beta cell repl,tim10-1 inh,hIAP block,TIM10 inh
COc1cccc(NC(=O)CSc2nnc(-c3cc(C)[nH]n3)n2N)c1,0.91,-5,20,-3,9,-2,-2,-9,-3
O=C(Nc1ccc(Cl)cn1)c1cccc(OCc2ccccc2)c1,0.85,-10,27,-4,14,-5,17,19,25
CCOC(=O)c1cnc(-n2nc(C)cc2C)nc1N1CC(C)OC(C)C1 (stereo not drawn),0.92,-2,5,-4,8,-2,31,-39,-11
O=C(COC(=O)CNC(=O)c1ccccc1F)NC1CC1,0.94,-2,-10,-3,6,-2,0,0,3

# Next section.
SMILES,mIAP activ,A3G deaminase,NALP3 yeast inh,A3A deaminase,mIAP inh,beta cell repl,tim10-1 inh,hIAP block,TIM10 inh
CCOC(=O)c1ccc(NC(=O)COc2ccc(-n3cnnn3)cc2)cc1,1.1,21,13,15,-13,-4,3,-7,-5
O=C(CCCN1C(=O)c2ccccc2C1=O)Nc1ccc(Br)cn1,0.96,-2,17,-1,4,0,5,0,0
Cc1ccc(C2/C(=C(/O)c3ccccc3)C(=O)C(=O)N2CCN2CCOCC2)o1 (stereo not drawn),0.93,-1,-9,-1,7,0,4,1,3
CCN(C(=O)C1CCN(c2nc(-c3ccc(OC)cc3)no2)CC1)c1ccc(OC)cc1,0.98,-8,11,-6,2,-5,21,0,-4
CCc1cc2c(=O)n(Cc3ccco3)c(SCC(=O)N3CCCc4ccccc43)nc2s1,0.81,2,3,0,19,-6,32,9,27
CN(C(=O)CSc1nc(-c2cccs2)nc2ccccc12)C1CCS(=O)(=O)C1 (stereo not drawn),1,-4,15,3,-1,-2,1,-25,-3
O=C(Nc1cccc(S(=O)(=O)N2CCOCC2)c1)c1cccc(S(=O)(=O)N2CCCC2)c1,0.94,-10,-4,-5,6,0,5,-5,5
O=C1N(c2ccccc2C(F)(F)F)O[C@]1(c1ccccc1)C1CCCC1,0.97,-2,13,-1,3,-7,-55,0,3
COc1ccc(N(CC(=O)NCc2ccccn2)S(=O)(=O)c2ccccc2[N+](=O)[O-])c(OC)c1,1,-3,11,-1,-3,-3,9,-2,15
CCOC(=O)C1=C(C)NC(=S)NC1c1cc(C)sc1C (stereo not drawn),0.97,-5,10,0,3,0,18,-4,-2
O=C(NCc1ccccc1)C1CCCN1C(=O)Nc1ccccc1[N+](=O)[O-] (stereo not drawn),0.93,-4,8,-6,7,-2,-1,5,1
Cc1cc(CN(C)Cc2cn(C)nc2-c2ccc(Oc3ccccc3)cc2)on1,0.94,-2,17,-1,6,-3,-2,0,9
Cc1nnc(NC(=O)C2C3C=CC(O3)C2C(=O)O)s1 (stereo not drawn),1,-5,-3,-3,0,3,-7,-2,3
Cn1c(N)c(C(=O)COC(=O)c2cccs2)c(=O)n(C)c1=O,1,-5,6,-2,-2,0,2,-4,9
O=C(CCC(=O)Nc1cc(C(F)(F)F)ccc1Cl)N/N=C\c1cc([N+](=O)[O-])ccc1O,0.73,-8,26,-2,27,-4,-6,-24,18
COc1ccc(Cn2nnnc2C(CC(C)C)N2CCN(c3ccccc3)CC2)cc1 (stereo not drawn),1.1,-5,22,0,-11,-4,1,2,13
CC1N(C(=O)N2CCOCC2)CCN1S(=O)(=O)c1cccc(C(F)(F)F)c1 (stereo not drawn),0.97,-8,1,-2,3,-3,-3,19,9
O=C(NC1CCC(O)CC1)c1ccc(NS(=O)(=O)c2cccc([N+](=O)[O-])c2)cc1 (stereo not drawn),1,4,10,0,0,-1,10,-11,11
Cc1ccc(SC[C@H](CC(C)C)N2CCN(CCc3ccccc3)CCC2=O)cc1,0.99,-6,15,-1,1,-7,33,-2,24
CCOC(=O)c1ccc(NC(=S)Nc2ccc(Cl)cn2)cc1,1,-5,5,1,-3,-2,7,-6,4
CCN(CC(=O)Nc1cc(S(=O)(=O)N2CCOCC2)ccc1Cl)Cc1ccccc1,0.97,2,15,-1,3,-6,36,8,18
Cc1ccc(-n2ncc3c2CC(C)(C)CC3NC(=O)CCCN2CCCCC2=O)cc1 (stereo not drawn),1,-5,4,-3,-4,0,2,-38,-9
Clc1ccc(Cn2ccc(-c3ccc4c(c3)OCO4)n2)cc1Cl,0.98,-7,-25,-1,2,-1,26,0,40*
Cc1nc(NC(=O)COC(=O)C(NC(=O)c2ccco2)C(C)C)c(Cl)cc1Cl (stereo not drawn),1,-4,-22,-1,-4,0,6,-6,9
CCC(=O)NC(Nc1cc(C)ccn1)(C(F)(F)F)C(F)(F)F,1,-2,-7,-1,-4,-1,-11,-11,5
COc1ccc(CCNCC(O)COc2ccc(OC)cc2C(C)(C)C)cc1 (stereo not drawn),0.98,-9,30,0,2,-4,21,-17,16
CCOC(=O)/C(C#N)=C/c1cn(CCC(=O)O)nc1-c1ccc(OC)cc1,1,-8,14,-2,-2,1,-4,12,-9
CCn1nc(C(=O)Nc2ccccc2N2CCCC2)c2ccccc2c1=O,1.1,-4,14,-3,-5,-2,22,2,10
CCNC(=O)C12CCC(C)(C(=O)O1)C2(C)C (stereo not drawn),1.1,-5,-3,6,-13,-2,13,-6,-4
Fc1ccc(-n2[nH]nnc2=S)cc1N1CCCC1,0.9,1,40,-6,10,-1,0,-8,-16
COc1ccc(-c2n[nH]c(C)c2-c2cscn2)c(O)c1,0.9,-1,8,3,10,-2,1,-46,10
COc1ccc(CN2[C@@H](CC(=O)O)c3cc(C(F)(F)F)ccc3S2(=O)=O)cc1,1,-2,-2,2,-2,0,10,3,5
Cc1cc(NO)c(C(C)C)cc1N=O,0.8,-1,5,-1,20,0,1,35,16
CCCNC(=S)N1CCC(n2cnc3ccccc32)CC1,1,-8,4,-4,-2,-2,-9,-13,-6
Fc1cc(F)c2nc(N3CCCC3)sc2c1,1.1,1,-3,1,-10,-3,6,-4,-6
CCCN(CC1CC1)C(=S)NC(=O)C1CC1,0.9,5,6,3,10,-1,7,6,-2
CS(=O)(=O)c1ccc(C(=O)CN2C(=O)NC3(CCCc4ccccc43)C2=O)cc1 (stereo not drawn),1.1,-2,12,1,-7,0,2,7,2
COc1ccc(CN2CCN(C(=O)c3cc(-c4cccnc4)nc4ccc(Cl)cc34)CC2)c(OC)c1OC,0.94,0,28,2,6,-2,26,-3,9
C=CCN1C(=O)c2ccc(C(=O)OCC(=O)Nc3ccc(S(N)(=O)=O)cc3)cc2C1=O,1.1,9,16,20,-5,-4,-22,4,-6
CC(C)Sc1cc(N2CCCC2)nc(-c2ccccc2Cl)n1,1,5,34,3,-1,-1,12,-9,16
CC(C)C1CC(CCNCc2ccc3c(c2)OCO3)(c2ccccc2)CCO1 (stereo not drawn),0.98,0,14,1,2,-7,7,-7,13
O/N=C(/Cc1ccccn1)c1ccccc1,1,-6,-4,-2,0,-1,9,13,4
CCOC(=O)C(CC(C)C)CP(=O)(O)CNC(=O)OCc1ccccc1 (stereo not drawn),1.1,-1,21,1,-13,2,3,-14,-13
CC(=O)c1cccc(NC(=O)C(=O)Nc2cccc3ccccc23)c1,1,-4,13,5,-3,-1,5,-4,14
CCOC(=O)c1ccc(S(=O)(=O)N2CC(=O)Nc3ccccc32)cc1,1,-1,12,4,-2,-6,-4,4,13
